Assay outcomes: PubChem BioAssay, National Center for Advancing Translational Sciences (NCATS)
Epigenetic reg – derepresses silenced GFP reporter in murine cells. murine LDR cells, GFP reporter derepression, 30 h. Potency, µM (top dose mostly 53.9 µM), without a hit: top-dose GFP activation, most hits filed as activators. 280,000 tested, 0.2% active. AID 1865; note: % of control where 0% means no effect; nearly all actives have a fitted effect of over 60% in size
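Derepression of a silenced CMV-GFP reporter in murine LDR cells is scored by enumerating GFP-positive cells with a laser-scanning microplate cytometer after 30 hours of treatment at 37 C.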
GLA spleen mod – inhibitors or activators of human alpha-galactosidase in spleen homogenate | human spleen homogenate, 4MU-alpha-Gal fluorescence, 40 min | Potency, µM (top dose mostly 80 µM), without a hit: at the top dose activity change, negative = inhibition, most hits filed as inhibitors | 240,000 tested, 0.008% active | AID 2107;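 note: 0% = enzyme with vehicle and -100% = no enzyme basal signal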
Target sequence (P06280 32-429 limits assumed): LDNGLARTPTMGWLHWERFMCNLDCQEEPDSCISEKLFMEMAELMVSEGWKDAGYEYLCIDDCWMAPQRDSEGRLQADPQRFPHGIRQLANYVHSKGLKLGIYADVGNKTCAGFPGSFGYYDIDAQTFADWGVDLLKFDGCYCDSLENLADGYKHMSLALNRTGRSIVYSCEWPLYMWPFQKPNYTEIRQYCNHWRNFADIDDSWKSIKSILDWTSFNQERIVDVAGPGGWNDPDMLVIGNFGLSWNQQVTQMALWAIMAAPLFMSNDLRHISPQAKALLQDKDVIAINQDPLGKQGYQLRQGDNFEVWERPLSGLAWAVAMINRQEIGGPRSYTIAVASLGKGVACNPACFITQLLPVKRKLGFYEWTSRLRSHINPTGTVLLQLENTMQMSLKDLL
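qHTS titration in buffer at pH 5.0. Alpha-galactosidase activity in spleen homogenate was measured via 4-methylumbelliferone release from 1 mM fluorogenic substrate after 40 min at 37C and a pH 10 stop. AC50 came from Hill fits of control-normalized data.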
Numbers without * were called inactive; u = inconclusive; x = no result given. Calls come from the whole dose curve; as a rule, active = well fitted curve in the direction sought with a large enough effect; inconclusive = small, poorly fitted or top-dose-only effect, or another doubt; inactive = no such curve, though single readings can be large; an effect the other way counts as inactive or inconclusive. Potency is the fitted concentration of half-maximal effect.

Preview:
Screens in order – Epigenetic reg, GLA spleen mod
> O=C(NC1CCN(Cc2ccccc2)CC1)c1ccc(-n2c(=O)c(=O)[nH]c3ccccc32)cc1
 : -3.1%, x
> CC(Oc1ccc(Br)cc1)C(=O)NCc1cccnc1 (configuration not stated)
 : -3.6%, x

The list itself (from the top)
Screens in order – Epigenetic reg, GLA spleen mod
> O=C(NC1CCN(Cc2ccccc2)CC1)c1ccc(-n2c(=O)c(=O)[nH]c3ccccc32)cc1
 : -3.1%, x
> CC(Oc1ccc(Br)cc1)C(=O)NCc1cccnc1 (configuration not stated)
 : -3.6%, x
> O=C(NCCN1CCCCC1)c1ccc(Cc2nc3ccccc3[nH]2)cc1
 : 3.0%, x
> O=C(O)c1ccccc1NS(=O)(=O)c1ccc(F)c(Cl)c1
 : 2.8%, x
> Cc1ccc(NS(=O)(=O)c2cc(C(=O)O)ccc2Cl)cc1C
 : -0.2%, x
> O=C(O)C1CC(=O)N(CCC23CC4CC(CC(C4)C2)C3)C(=Nc2ccccc2)S1 (configuration not stated)
 : -3.6%, x
> COc1cc(/C=N/NC(=O)c2cc(-c3ccccc3)n[nH]2)ccc1O
 : -2.8%, x
> CN(C)CCNC(=O)c1ccc(Cc2nc3ccccc3[nH]2)cc1
 : -3.9%, x
> CCCCOc1ccccc1C1NC(=O)NC(C)=C1C(=O)OCCOC (configuration not stated)
 : -0.2%, x
> COc1ccc(F)cc1S(=O)(=O)Nc1ccccc1C(=O)O
 : -3.1%, x
> O=C(NCc1ccccc1)c1ccc(Cc2nc3ccccc3[nH]2)cc1
 : 0.4%, x
> CC1=C(C(=O)OC(C)C)C(c2cccs2)C2=C(CCCC2=O)N1 (configuration not stated)
 : -0.2%, x
> COc1ccc2nc3c(nc2c1)C(=O)c1ccccc1-3
 : -3.0%, x
> CN(C)CC(C)(C)CNC(=O)c1ccc(-n2c(=O)c(=O)[nH]c3ccccc32)cc1
 : -5.5%, x
> CCN(CC)CCCCNC(=O)c1ccc(Cc2nc3ccccc3[nH]2)cc1
 : 0.9%, x
> CCN1CCCC1CNC(=O)c1ccc(-n2c(=O)c(=O)[nH]c3ccccc32)cc1 (configuration not stated)
 : -2.9%, x
> CN(C)CCCN1C(=O)C(=O)/C(=C(/O)c2ccc(S(=O)(=O)N(C)C)cc2)C1c1ccncc1 (configuration not stated)
 : -0.8%, x
> O=C(NC1CCCCC1)c1ccc(Cc2nc3ccccc3[nH]2)cc1
 : -0.8%, x
> Cc1ccc(S(=O)(=O)Nc2ccccc2C(=O)O)c(C)c1
 : -5.3%, x
> Cc1cccn2c(=O)c3cc(C#N)c(=NC(=O)c4ccncc4)n(Cc4ccco4)c3nc12
 : -4.4%, x
> CN(C)CCN(C)C(=O)c1ccc(-n2c(=O)c(=O)[nH]c3ccccc32)cc1
 : -3.9%, x
> O=C(c1ccc(Cc2nc3ccccc3[nH]2)cc1)N1CCOCC1
 : -2.1%, x
> O=C(NCCCN1CCOCC1)c1ccc(Cc2nc3ccccc3[nH]2)cc1
 : -1.6%, x
> COc1ncc2nc(-c3ccc(Cl)cc3)c(=O)n(CCC#N)c2n1
 : x, -2.1%
> N#Cc1ccc(CN2CCC3(CC2)CCN(C(=O)c2cc(C(F)(F)F)cc(C(F)(F)F)c2)CC3)cc1
 : x, 13.0%
> CCNc1ncc2nc(-c3ccccc3)c(=O)n(CCc3ccccc3)c2n1
 : x, 27.3%
> Cc1noc(C)c1C(=O)N1CCC2(CC1)CN(c1ccccc1)C2
 : x, -4.6%
> COCC(=O)N1CCC[C@@]2(CCN(C(=O)Nc3cccc(F)c3)C2)C1
 : x, 6.9%
> COc1ccc(Oc2ncc3nc(CCc4ccccc4)c(=O)n(C[C@H]4CCCO4)c3n2)cc1
 : x, -9.5%
> COCC(=O)N1CCC2(CC1)CN(C(=O)Nc1ccc(OC)cc1)C2
 : x, 4.7%
> O=C(Nc1cccc(F)c1)N1CC2(CCN(C(=O)c3cc(C(F)(F)F)cc(C(F)(F)F)c3)CC2)C1
 : x, 3.8%
> COCCn1c(=O)c(-c2ccc(Cl)cc2)nc2cnc(Nc3ccccc3)nc21
 : x, -2.4%
> CN1CCN(c2ncnc3ccc(-c4ccc(C(=O)N(C)C)cc4)cc23)CC1
 : x, 2.2%
> CS(=O)(=O)Nc1cccc(-c2cc(Nc3ccccc3)ncn2)c1
 : x, 2.3%
> COCC(=O)N1CCC2(CC1)CN(c1cccc(-c3ccccc3)c1)C2
 : x, -3.8%
> Cn1cccc1C(=O)N1CCC2(CCN(Cc3nccs3)CC2)CC1
 : x, 3.5%
> COc1ccccc1CNc1cc(-c2ccccc2Cl)ncn1
 : x, 0.7%
> N#Cc1cccc(-c2nc3cnc(Oc4cccc(Cl)c4)nc3n(C3CC3)c2=O)c1
 : x, -11.0%
> Cn1c(=O)c(-c2cccs2)nc2cnc(N3CCNCC3)nc21
 : x, 7.7%
> CN(C)C(=O)c1ccc(-c2ccc3ncnc(N4CCOCC4)c3c2)cc1
 : x, 6.4%
> CN(C)c1ncc2nc(-c3ccc(F)cc3)c(=O)n(C)c2n1
 : x, u
> c1ccc(CNc2nc(-c3ccoc3)nc3ccccc23)cc1
 : x, -2.3%
> COc1ncc2nc(CCc3ccccc3)c(=O)n(Cc3cccs3)c2n1
 : x, 1.9%
> Cc1nc2cnc(N3CCOCC3)nc2n(C)c1=O
 : x, 2.2%
> COCCn1c(=O)c(C)nc2cnc(N(C)C)nc21
 : x, 11.9%
> FC(F)(F)c1ccccc1-c1ccc2ncnc(NCc3cccs3)c2c1
 : x, -0.1%
> COC(=O)N1CCC[C@@]2(CCN(C(c3ccccc3)c3ccccc3)C2)C1
 : x, 0.5%
> COc1ncc2nc(-c3cc(F)cc(F)c3)c(=O)n(CCc3ccccc3)c2n1
 : x, 2.0%
> O=c1c(-c2ccccc2)nc2cnc(N3CCOCC3)nc2n1C1CC1
 : x, u
> O=C(c1cccc(F)c1)N1CCC2(CCCN(c3ccncc3)C2)CC1
 : x, 2.2%
> COCCNc1ncnc2ccc(-c3cccc(OC)c3)cc12
 : x, -2.2%
> Cn1cccc1C(=O)N1CCC2(CC1)CN(C(=O)Nc1cccc(C#N)c1)C2
 : x, 7.6%
> CNc1nc(-c2c(C)noc2C)nc2ccccc12
 : x, 4.2%
> COc1ncc2nc(-c3ccc(Cl)cc3)c(=O)n(C)c2n1
 : x, -3.5%
> O=C(Nc1ccccc1)N1CCCC2(CCN(C(=O)c3cccc(F)c3)CC2)C1
 : x, -3.6%
> O=c1c(-c2cc(F)cc(F)c2)nc2cnc(N3CCOCC3)nc2n1Cc1cccs1
 : x, 3.0%
> O=c1c(CCc2ccccc2)nc2cnc(Nc3ccccc3)nc2n1Cc1cccs1
 : x, -1.2%
> CCNc1ncc2nc(C)c(=O)n(CCc3ccccc3)c2n1
 : x, -16.6%
> COCCn1c(=O)c(-c2ccc(Cl)cc2)nc2cncnc21
 : x, 24.3%
> Fc1ccc(Nc2ccnc(-c3ccoc3)n2)cc1
 : x, -5.8%

Ordered by count of non-hydrogen atoms (highest first): some entries from above
Screens in order – Epigenetic reg, GLA spleen mod
> O=C(Nc1cccc(F)c1)N1CC2(CCN(C(=O)c3cc(C(F)(F)F)cc(C(F)(F)F)c3)CC2)C1
 : x, 3.8%
> O=c1c(CCc2ccccc2)nc2cnc(Nc3ccccc3)nc2n1Cc1cccs1
 : x, -1.2%
> CN1CCN(c2ncnc3ccc(-c4ccc(C(=O)N(C)C)cc4)cc23)CC1
 : x, 2.2%
> COc1ncc2nc(CCc3ccccc3)c(=O)n(Cc3cccs3)c2n1
 : x, 1.9%
> O=c1c(-c2ccccc2)nc2cnc(N3CCOCC3)nc2n1C1CC1
 : x, u
> CN(C)c1ncc2nc(-c3ccc(F)cc3)c(=O)n(C)c2n1
 : x, u

The list continues.
Screens in order – Epigenetic reg, GLA spleen mod
> N#CCCn1c(=O)c(-c2ccccc2)nc2cnc(Oc3ccccc3)nc21
 : x, 9.1%
> COCCNc1ncncc1-c1ccccc1OC
 : x, 15.9%
> COc1cccc(Nc2ncc3ncc(=O)n(C[C@H]4CCCO4)c3n2)c1
 : x, 6.4%
> Clc1ccccc1-c1nc(NC2CCNCC2)c2ccccc2n1
 : x, 0.2%
> O=C(c1cnccn1)N1CCC2(CC1)CN(c1ncccn1)C2
 : x, 0.0%
> O=C(c1cnccn1)N1CCC[C@@]2(CCN(c3ncccn3)C2)C1
 : x, -5.2%
> Cc1noc(C)c1-c1nc(Nc2ccccc2)c2ccccc2n1
 : x, 3.7%
> Cc1noc(C)c1-c1cncnc1-n1ccnc1
 : x, 16.0%
> CN(C)c1ncc2nc(-c3ccc(F)cc3)c(=O)n(CCC#N)c2n1
 : x, -3.9%
> CC(C)NC(=O)N1CC[C@@]2(CCCN(S(C)(=O)=O)C2)C1
 : x, 12.2%
> c1ccc(Nc2ncnc3ccc(-c4ccoc4)cc23)cc1
 : x, -2.8%
> COCC(=O)N1CCC2(CCN(Cc3ccccc3)CC2)CC1
 : x, 5.4%
> CNc1cc(-c2ccccc2C)ncn1
 : x, 3.2%
> COc1ccc(NC(=O)N2CC[C@@]3(CCCN(S(C)(=O)=O)C3)C2)cc1
 : x, 2.9%
> COc1ccc2[nH]cc(CCNc3ncncc3-c3ccccc3OC)c2c1
 : x, -6.9%
> COc1ccccc1-c1nc(NCCc2cnc[nH]2)c2ccccc2n1
 : x, -2.1%
> N#Cc1ccc(CN2CCCC3(CCN(C(=O)c4cc(C(F)(F)F)cc(C(F)(F)F)c4)CC3)C2)cc1
 : x, 4.4%
> COc1ccc(C(=O)N2CCC[C@@]3(CCN(c4ccncc4)C3)C2)cc1
 : x, 1.5%
> COc1ccc(C(=O)N2CCC[C@@]3(CCN(C(=O)NC(C)C)C3)C2)cc1
 : x, -2.9%
> Cc1nc2cncnc2n(C2CC2)c1=O
 : x, 19.4%
> CN(C)c1ncc2nc(CCc3ccccc3)c(=O)n(Cc3ccc(F)cc3)c2n1
 : x, -11.8%
> Cc1nc2cnc(Nc3ccccc3)nc2n(C)c1=O
 : x, 1.7%
> COc1cccc(Cn2c(=O)c(C)nc3cnc(Nc4ccccc4)nc32)c1
 : x, 9.6%
> COc1ccc(Oc2ncc3nc(-c4ccc(F)cc4)c(=O)n(Cc4cccs4)c3n2)cc1
 : x, -6.0%
> O=C(c1cnccn1)N1CCC2(CCCN(c3ccccn3)C2)CC1
 : x, -4.7%
> COc1ccc(C(=O)N2CCC3(CC2)CN(CC(C)C)C3)cc1
 : x, -8.4%
> Clc1ccccc1-c1nccc(NCCN2CCOCC2)n1
 : x, -8.4%
> COc1ccc(C(=O)N2CCC3(CCN(C(=O)Nc4ccccc4)CC3)CC2)cc1
 : x, 6.4%
> Cc1noc(C)c1C(=O)N1CCC2(CCCN(c3ccccn3)C2)CC1
 : x, -16.1%
> O=C(c1cccc(F)c1)N1CCC2(CCCN(c3ncccn3)C2)CC1
 : x, 4.4%
> COc1ccc(NC(=O)N2CCC3(CC2)CCN(C(=O)c2csnn2)CC3)cc1
 : x, 2.6%
> O=S(=O)(c1ccccc1)N1CCC[C@@]2(CCN(c3ccncc3)C2)C1
 : x, 10.4%
> COc1ncc2nc(C)c(=O)n(Cc3ccc(F)cc3)c2n1
 : x, 1.8%
> CS(=O)(=O)Nc1cccc(-c2nc(-n3ccnc3)c3ccccc3n2)c1
 : x, -2.9%
> Cc1ccc(C(=O)c2ccc(C(F)(F)F)cc2)cc1
 : x, 4.1%
> CN(Cc1ccco1)c1ncnc2ccc(-c3ccccc3Cl)cc12
 : x, 15.0%
> COCC(=O)N1CCC2(CC1)CCN(C(=O)Nc1ccc(OC)cc1)CC2
 : x, -4.5%
> CCNc1ncc2nc(-c3cc(F)cc(F)c3)c(=O)n(-c3ccc(OC)cc3)c2n1
 : x, 4.5%
> O=c1c(-c2cccc(F)c2)nc2cncnc2n1Cc1ccccc1
 : x, -9.5%
> Cc1ccccc1-c1ccc2ncnc(N(C)C)c2c1
 : x, 3.8%
> COCCn1c(=O)cnc2cnc(N3CCN(C)CC3)nc21
 : x, -3.9%
> O=c1cnc2cnc(N3CCOCC3)nc2n1Cc1cccs1
 : x, 10.5%
> CCNc1ncc2nc(-c3ccc(OC)cc3)c(=O)n(C)c2n1
 : x, 12.1%
> CN1CC[C@@]2(CCCN(C(=O)c3cccn3C)C2)C1
 : x, 20.8%
> COc1ccc(NC(=O)N2CCCC3(CCN(C(=O)c4cc(C(F)(F)F)cc(C(F)(F)F)c4)CC3)C2)cc1
 : x, -2.0%
> COCCn1c(=O)c(-c2cn(C)c3ccccc23)nc2cnc(Oc3cccc(Cl)c3)nc21
 : x, 5.7%
> COc1ccc(NC(=O)N2CCCC3(CCN(C(=O)c4ccco4)CC3)C2)cc1
 : x, 0.4%
> Clc1ccccc1-c1ccc2ncnc(NCCN3CCOCC3)c2c1
 : x, -3.5%
> N#Cc1ccc(CN2CC[C@@]3(CCCN(C(=O)c4ccco4)C3)C2)cc1
 : x, -2.3%
> COc1ncc2ncc(=O)n(CCC#N)c2n1
 : x, 2.8%
> CC(C)CN1CCCC2(CCN(C(=O)c3cccc(F)c3)CC2)C1
 : x, -1.4%
> COc1ccc(CNc2ncncc2-c2ccc(C(=O)N(C)C)cc2)c(OC)c1
 : x, -2.2%

This is a subset (hit frequency here may not be typical).
